Bioassay records deposited in PubChem by several laboratories.
PLAP activator: activators of human placental alkaline phosphatase; AID 696; P05187; purified PLAP enzyme, luminescent substrate read-out; stronger effect = higher value; 96,000 compounds, 1.2% hits; activation fold at 20 µM; in the data active = activation fold above about 2
Ecoli WT expand: growth inhibitors of E. coli BW25113 wild type. OD600 absorbance. growth inhibition, % at 100 µM. 98,000 compounds, 0.15% hits. AID 710;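 active = growth inhibition above about 50% at one test dose, limit read from the data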;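 note: growth measured after 20 h incubation at 37 °C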
CD11b adhes enh: enhancers of human CD11b/CD18 binding to fibrinogen | K562 CD11b/CD18 adhesion to fibrinogen, ATPlite luminescence | activation, % at 10 µM | 93,000 compounds, 0.07% hits;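 active = 10 µM primary screen giving 50% or more activity, confirmed by 40% or more on retest at that dose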; note: strong numbers were not always called active; reference of the scale not given here
FAK inh: inhibitors of human focal adhesion kinase; biochemical FAK kinase activity assay; Q05397; inhibition, %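 (tested at 7 µM)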; 97,000 compounds, 0.84% hits; in the data active = inhibition above about 19%;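 note: 0% = DMSO and 100% = reference compound high control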
ERb coact inh: ER-beta (human) coactivator binding inhibition; Q92731; TR-FRET ER-beta LBD / SRC1-Cy5 peptide binding; receptor agonist-loaded with 1 µM estradiol; inhibition, % at 25.6 µM; 86,000 compounds, 1.3% hits; AID 633;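 active = compounds whose percent inhibition of the receptor-coactivator binding signal exceeds about 50% in the single-dose screen, limit read from the data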;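 note: 0% = receptor plus peptide wells without compound and 100% = peptide-only wells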
ERa coact pot: ER-alpha (human) coactivator binding potentiation; P03372; TR-FRET ERalpha-LBD/SRC-Cy5 coactivator binding, 2 h; 100 = basal binding, no effect; coactivator binding (% of control), % at 25.6 µM; 86,000 compounds, 1.3% hits; in the data active = activity above about 200%;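 note: binding measured in presence of low estradiol as agonist stimulus; 0% = peptide alone without receptor and 100% = receptor with peptide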
Target sequence (P03372 whole entry, looked up, the tested form may be a part): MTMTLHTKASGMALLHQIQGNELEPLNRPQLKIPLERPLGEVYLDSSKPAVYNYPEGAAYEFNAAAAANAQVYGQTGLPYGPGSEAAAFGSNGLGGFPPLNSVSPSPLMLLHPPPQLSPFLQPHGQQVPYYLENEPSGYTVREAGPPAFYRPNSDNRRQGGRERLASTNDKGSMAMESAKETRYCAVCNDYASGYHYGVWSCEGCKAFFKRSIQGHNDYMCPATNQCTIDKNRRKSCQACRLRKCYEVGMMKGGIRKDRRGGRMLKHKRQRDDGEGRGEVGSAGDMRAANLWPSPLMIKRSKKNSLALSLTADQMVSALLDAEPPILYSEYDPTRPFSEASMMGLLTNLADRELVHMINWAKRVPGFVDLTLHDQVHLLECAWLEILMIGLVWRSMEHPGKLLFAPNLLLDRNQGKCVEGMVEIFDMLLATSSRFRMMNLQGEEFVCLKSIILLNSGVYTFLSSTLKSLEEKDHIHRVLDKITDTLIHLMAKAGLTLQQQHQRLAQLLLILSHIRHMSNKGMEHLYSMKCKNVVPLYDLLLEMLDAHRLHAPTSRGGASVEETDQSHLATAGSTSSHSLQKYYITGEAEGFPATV
MT1-MMP txn act: MT1-MMP promoter transcription activation; HT1080 MT1-MMP promoter luciferase reporter, luminescence, overnight; stronger effect = higher value; 86,000 compounds, 0.16% hits; activation factor at 10 µM;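 active = activation factor of at least 2 for MT1-MMP transcription at 10 µM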
CD11b adhes inh: inhibitors of human CD11b/CD18 binding to fibrinogen | 93,000 compounds, 0.54% hits | inhibition, % at 10 µM | P05107+P11215 | K562 CD11b/CD18 adhesion to fibrinogen, ATPlite luminescence; Mn2+ added to activate the integrin;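 active = primary inhibition of 50% or more at 10 µM, then 40% or more on retest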; note: some results filed as inactive read as strong as hits
ERa SRC1 inh: ER-alpha (human) coactivator binding inhibition; P03372; inhibition, % at 25.6 µM; 86,000 compounds, 1.7% hits; AID 629; TR-FRET ER-alpha LBD / SRC-1 peptide, estradiol-bound; in the data active = inhibition above about 50%;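 note: 0% = receptor plus peptide control and 100% = peptide only without receptor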
An asterisk follows results filed as active; . = no result given; [ ] = remark or other dose.

SMILES	PLAP activator	Ecoli WT expand	CD11b adhes enh	FAK inh	ERb coact inh	ERa coact pot	MT1-MMP txn act	CD11b adhes inh	ERa SRC1 inh
O=S(=O)(NCc1cccnc1)c1ccc(Cl)c(Cl)c1Cl	1.2	4	-1	.	-3	118[fluorescence artefact?]	1.1	48	-6
CCCCCC(=O)N1CC2(C)CN(C(=O)CCCCC)CC(C)(C1)C2=O	0.9	0	-3	2	1	98	1.1	3	-1
Cc1cc(NC(=O)c2c(F)cccc2Cl)n(-c2nc3ccccc3[nH]2)n1	2.6*	2	-7	0	52*	105	.	6	2
CCOc1ccc(N2CC(C(=O)NC(C)C)CC2=O)cc1 (stereo unspecified)	1.1	-1	.	5	-2	98	1.1	.	-2[fluorescence artefact?]
O=C(c1ccco1)N1CCN(C(=O)C2CC(c3ccc(Cl)cc3)=NO2)CC1 (stereo unspecified)	1	11	-1	1	-17	103[fluorescence artefact?]	1.1	2	-2
COc1ccc(CCNC(=O)CSc2nnc(CNC(=O)c3cccs3)o2)cc1OC	0.9	2	-2	-1	-3	93	.	-11	4
C/C(=N/Oc1nc(C)cc(C)n1)c1ccccc1	0.9	0	-3	-1	1	97	1.5	-4	19
O=C(Cn1cc2c(n1)CCCCC2)NCCCN1CCOCC1	1	4	2	.	8[fluorescence artefact?]	107	1.1	-3	9
CCS(=O)(=O)NCCc1cc2ccc(C)cc2[nH]c1=O	0.9	2	.	5	-2	163	1.4	.	-3
CCN1CCCC1CNC(=O)c1cn(CC)c2ccc(S(=O)(=O)N3CCCCCC3)cc2c1=O (stereo unspecified)	1.6	1	-3	-1	-11	104[fluorescence artefact?]	1.2	-7	-2
COC(=O)c1cn(CC(=O)N2CCCCCC2)c2ccccc12	1.2	-1	0	0	0	104	1.2	13	-4
CN(c1ccc([N+](=O)[O-])cc1C(=O)Nc1ccccc1)C1CCCCC1	1	-20	-2	-7	.	.	.	4	.
Cc1ccc(F)cc1NC(=O)Cc1ncc(C(F)(F)F)cc1Cl	0.9	-4	3	-1	.	.	.	-14	.
COc1ccc(N2CCN(C(=O)CCNS(=O)(=O)c3ccc(Br)s3)CC2)cc1	1.5	1	8	0	2	121	1.1	-6	3[fluorescence artefact?]
CC1=NCCN1S(=O)(=O)c1ccc(Br)c(C)c1	0.9	1	.	6	2	130	1	.	2
CC1CN(Cc2nc3c(c(=O)n(C)c(=O)n3C)n2CCCO)CC(C)O1 (stereo unspecified)	0.8	8	-1	-2	-2	125	1.1	-7	-4
c1cc(N2CCCC2)ccc1C(c1nnnn1C1CCCCC1)N1CCOCC1 (stereo unspecified)	1.5	4	2	-2	21	74	1.1	-4	16
COc1cc(C(=O)Nc2nccs2)ccc1OCc1c(C)noc1C	1.2	-5	-4	.	-2	95	1	-5	-7
CN=CC1=C(O)c2ccccc2C1=O	1	3	6	8	2	115	1.2	6	-5
COc1cc2cc(C(c3nnnn3Cc3ccc(F)cc3)N3CCCCCC3)c(=O)[nH]c2cc1OC (stereo unspecified)	1.6	2	9	3	3	118	0.9	-4	-4
COc1ccc(-c2nnc3ccc(SCC(=O)N4CCOCC4)nn23)cc1	1.1	.	-6	.	-8	79	1.3	4	-5
COc1cc(N=Cc2c(O)[nH]c3ccccc23)cc(OC)c1OC	1.5	9	0	73*	.	.	0.9	11	.
CC(NC(=O)CSc1nc2c(c(C(F)(F)F)n1)CCc1ccccc1-2)c1ccccc1 (stereo unspecified)	.	.	.	-11	7[fluorescence artefact?]	191	1.2	.	-4[fluorescence artefact?]
CCCN(CCC)C1Sc2ccc(C(=O)OC)cc2NC1=O (stereo unspecified)	1.2	-8	3	-1	-2	99	1.1	-5	-3
CCOC(=O)c1sc(N)c(C#N)c1CSc1nc2ccc(C)cc2[nH]1	0.8	-2	-3	2	-8	89	1	5	-4

Record cards (already shown). Values in the order: PLAP activator, Ecoli WT expand, CD11b adhes enh, FAK inh, ERb coact inh, ERa coact pot, MT1-MMP txn act, CD11b adhes inh, ERa SRC1 inh
`Cc1ccc(F)cc1NC(=O)Cc1ncc(C(F)(F)F)cc1Cl` as listed: 0.9, -4, 3, -1, ., ., ., -14, .
`c1cc(N2CCCC2)ccc1C(c1nnnn1C1CCCCC1)N1CCOCC1` (stereo unspecified) as listed: 1.5, 4, 2, -2, 21, 74, 1.1, -4, 16
`COc1ccc(N2CCN(C(=O)CCNS(=O)(=O)c3ccc(Br)s3)CC2)cc1` as listed: 1.5, 1, 8, 0, 2, 121, 1.1, -6, 3[fluorescence artefact?]
`COc1cc(N=Cc2c(O)[nH]c3ccccc23)cc(OC)c1OC` as listed: 1.5, 9, 0, 73*, ., ., 0.9, 11, .

Next section
SMILES	PLAP activator	Ecoli WT expand	CD11b adhes enh	FAK inh	ERb coact inh	ERa coact pot	MT1-MMP txn act	CD11b adhes inh	ERa SRC1 inh
CC(C)C1C2=C(CC(C)(C)CC2=O)ON1c1ccccc1 (stereo unspecified)	1	-5	5	5	0	143	1.2	1	-3
Cc1cccc(-n2nc3c(c2NC(=O)c2ccco2)CSC3)c1C	1.3	-3	12	-2	.	.	1	-32	.
CCCOP(=O)(c1ccc(N(C)C)cc1)C(O)c1cc(OC)c(OC)c(OC)c1 (stereo unspecified)	1.4	7	2	10	-1	111	1.1	0	0[fluorescence artefact?]
CNC(=O)CN(C)S(=O)(=O)c1ccc(F)cc1	0.9	10	-1	1	8[fluorescence artefact?]	104	1	-11	3
O=C(CN1C(=O)NC2(CCCCCCC2)C1=O)N1CCc2ccccc2C1	1	-6	-1	1	6	90	1.1	-16	-8
CCc1ccc(C(=O)CSc2n[nH]c(-c3ccncc3)n2)cc1	1.3	1	-5	4	-20	101	1.1	14	9
COC(=O)CN(c1ccccn1)S(=O)(=O)c1ccccc1	1.4	-5	.	1	-10	121	1.2	.	-1[fluorescence artefact?]
O=C(CCN1C(=O)C2CC=C(Cl)CC2C1=O)NCc1ccccc1 (stereo unspecified)	.	.	.	-2	0[fluorescence artefact?]	114	1	.	4
N#Cc1c(NCCO)nc(NCc2ccccc2)c2c1CCN(Cc1ccccc1)C2	1.5	10	-2	2	13[fluorescence artefact?]	94[fluorescence artefact?]	1.8	11	1[fluorescence artefact?]
Cc1ccc(CCNC(=O)C2CCN(S(=O)(=O)c3cccc4nonc34)CC2)cc1	1	6	26	1	-6[fluorescence artefact?]	98	1.2	2	-30
Cc1ccc(C(=O)C2C(c3cccs3)NC(=O)NC2(O)C(F)(F)F)cc1 (stereo unspecified)	1.6	0	.	-1	-18[fluorescence artefact?]	106	1.1	.	-24
CCN(CC)S(=O)(=O)c1cccc(S(=O)(=O)c2cccc(S(=O)(=O)N(CC)CC)c2)c1	1.6	.	1	1	23	89	0.9	20	15
C=CCn1c(SCC(=O)Nc2nc(C)cs2)nnc1C(C)NC(=O)c1ccccc1Cl (stereo unspecified)	.	.	.	-3	-2	104	1.2	.	-3
CN(C)C(=O)N1CCN(C(=O)c2ccccc2Sc2ccccc2C#N)CC1	1.8	3	3	-2	1	109	1.1	32	8
CCCCCn1c(=O)[nH]c2cc(C(=O)NCc3ccc4c(c3)OCO4)ccc2c1=O	1	0	3	4	49[fluorescence artefact?]	141[fluorescence artefact?]	1.2	5	61*[fluorescence artefact?]
Cc1cc(N2CCOCC2)c2c(N)c(C)cc(C)c2n1	1.1	1	-5	-1	-2[fluorescence artefact?]	107	1	-2	-10
Cc1cc(=O)[nH]c(SCCCOc2ccccc2Cl)n1	1.3	0	-1	1	-3[fluorescence artefact?]	100	0.9	-6	6[fluorescence artefact?]
NC(=O)CSCc1c(Cl)cccc1Cl	0.8	9	-3	-1	-5	106	1	-6	-8
O=C(O)C1CCCN1C(=O)c1cncc(Br)c1 (stereo unspecified)	1	-3	0	-2	0	126	1.1	-4	-4
Fc1ccc(CN2CCN(c3ncccn3)CC2)cc1	0.8	2	0	0	4	97	1.1	-33	-2
O=C(Nc1cccs1)NC1CCCC1	1.1	49	-6	1	-19	104	1.2	-20	0
CCCCOc1ccccc1NC(=O)C=C(C)C	0.9	-2	0	1	-1	116	1.1	-25	-1[fluorescence artefact?]
CCOC(=O)N1CCN(C(=O)CSc2ncnc3ccccc23)CC1	1.3	5	-1	7	43	121	.	24	15
COCCCn1c(N)c(-c2nc3ccccc3n2C)c2nc3ccccc3nc21	2*	5	2	0	-9[fluorescence artefact?]	85	0.9	-5	-5[fluorescence artefact?]
Cc1ccc(C(=O)Nc2ccc3cn[nH]c3c2)cc1S(=O)(=O)N1CCCCC1	1.9	4	2	1	-5	99	2.1*	32	3
SMILES	PLAP activator	Ecoli WT expand	CD11b adhes enh	FAK inh	ERb coact inh	ERa coact pot	MT1-MMP txn act	CD11b adhes inh	ERa SRC1 inh
O=C1NC(=O)C2C3c4ccccc4C(c4ccccc43)C12 (stereo unspecified)	1	3	-5	5	-18	104	1	6	-20
c1ccc(CCc2nc(-c3cccnc3)no2)cc1	0.7	9	1	1	1	102	1.5	-21	-1
Cc1cc2c(cc(C(=O)O)n2C)s1	0.9	-14	-1	-8	38	124	1.1	-33	9[fluorescence artefact?]
Cc1cccc(NC(=O)CN(C)S(=O)(=O)c2cnc[nH]2)c1	1	-2	15	-1	20	97	1	16	6
Cc1cccc(N2CCN(C(=O)C34CC5CC(CC(C5)C3)C4)CC2)c1C	0.9	-6	1	2	-4	112[fluorescence artefact?]	1.5	-8	-7
FC(F)(F)c1cc(NCc2cccs2)n2ncnc2n1	1.8	1	3	9	.	.	.	-37	.
Cn1c(=O)c2c(nc(CN3CCC(C(N)=O)CC3)n2CCc2ccccc2)n(C)c1=O	1.1	3	-6	1	-6	101	1.1	9	4
CCOC(=O)c1cc(C(=O)OCC)c2cc(Br)ccc2n1	1.1	-12	2	-1	-5	115	1.2	-4	-8
CC(C)COC(=O)N1CC(O)CC1C(=O)O (stereo unspecified)	1.2	-14	-2	.	-4[fluorescence artefact?]	113	1.1	-4	-6
CCOC(=O)c1c(N)sc2c1CCS(=O)(=O)C2	1.2	5	-1	0	11[fluorescence artefact?]	91	1.1	-11	-8[fluorescence artefact?]
COc1nc(NC(C)(C)C)nc(Oc2ccc(=O)n(C)n2)n1	1	1	3	-1	-8	127	1.1	-3	-7
CC1CCN(S(=O)(=O)c2cccc(C(=O)O)c2)CC1	1	3	1	0	-6	105	1.2	2	-10
C/C(=N/NC(=O)c1ccoc1C)C12CC3CC(CC(C3)C1)C2	1.1	-7	-3	1	1	100	1.2	-18	6[fluorescence artefact?]
Cc1cc(NC(=O)CSc2nnc3c(C)cc4cc(C)c(C)cc4n23)no1	0.9	-7	-3	7	37[fluorescence artefact?]	241*[fluorescence artefact?]	1.1	0	74*[fluorescence artefact?]
Brc1ccc2[nH]ncc2c1	.	3	.	3	-6	104	1.7	.	0
CC(=C/c1ccccc1)/C=N/NC(=O)c1cnccn1	1	7	-3	1	-4	91	1.6	-30	-4
Cc1ccccc1NC(=O)C1CCC(C)(C(=O)O)C1(C)C (stereo unspecified)	1	-14	3	-1	-6	116	.	-16	4
O=C(CSc1nnc(CCc2nc3ccccc3[nH]2)n1-c1ccccc1)NCc1ccco1	2*	2	-3	4	6[fluorescence artefact?]	104	1	1	-2[fluorescence artefact?]
CC(=O)N1CC2(CC(=O)OC(C)C)CN(C(C)=O)CC(CC(=O)OC(C)C)(C1)C2=O	1.1	-4	-4	.	-10[fluorescence artefact?]	104	1.1	4	-4
c1ccc(Cn2c(Nn3cnnc3)nc3ccccc32)cc1	1.2	-2	4	-2	-8[fluorescence artefact?]	83	1.3	10	-30
O=c1cc(C(F)F)oc2c1ccc1ccccc12	0.9	3	-2	.	7	88	1.2	-8	2
CCOC(=O)c1c(C)c(-c2ccccc2)n(CC(=O)N2CCN(C)CC2)c1C	1.8	6	4	4	-6	124	1.1	4	-7
CC(=O)Nc1ccccc1NS(=O)(=O)c1ccc(Cl)cc1	1.4	3	-3	-1	-5	100	1	9	-4
Cc1cccc(-c2noc(CN(C)S(=O)(=O)c3cc(Cl)ccc3Cl)n2)c1	1	-4	0	-1	-6	107	1.1	45	-1
